Bioassay records: PubChem, The Scripps Research Institute Molecular Screening Center
SIAE inh: blocks human sialic acid acetylesterase; Q9HAT2; SIAE FP-Rh probe binding, fluorescence polarization; inhibition, % at 9.66 µM; 370,000 compounds, 0.69% hits; AID 1053197;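 active = inhibition above a cutoff: mean of compounds within the control limits plus 3 SD of those, cut at about 17% in these data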;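 note: 0% = plate median of compound wells and 100% = probe without SIAE protein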
PLCg1 inh: PLC-gamma1 (human) inhibition, primary screen. 370,000 compounds, 0.84% hits. inhibition, % at 12.2 µM. P19174. purified PLC-gamma1, fluorogenic substrate, fluorescence; in the data active = inhibition above about 9.5%
ADAM10 inh: inhibits human ADAM10; AID 720582; recombinant ADAM10, EDANS/DABCYL FRET peptide cleavage, 3 h; 370,000 compounds, 0.62% hits; inhibition, % at 7 µM;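 active = inhibition above a per-campaign cutoff equal to the mean of compounds falling between control-based bounds plus 3 SD, cut at about 20% in these data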;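 note: 0% = DMSO wells while the 100% control is not disclosed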
Target sequence (O14672 214-748 limits assumed): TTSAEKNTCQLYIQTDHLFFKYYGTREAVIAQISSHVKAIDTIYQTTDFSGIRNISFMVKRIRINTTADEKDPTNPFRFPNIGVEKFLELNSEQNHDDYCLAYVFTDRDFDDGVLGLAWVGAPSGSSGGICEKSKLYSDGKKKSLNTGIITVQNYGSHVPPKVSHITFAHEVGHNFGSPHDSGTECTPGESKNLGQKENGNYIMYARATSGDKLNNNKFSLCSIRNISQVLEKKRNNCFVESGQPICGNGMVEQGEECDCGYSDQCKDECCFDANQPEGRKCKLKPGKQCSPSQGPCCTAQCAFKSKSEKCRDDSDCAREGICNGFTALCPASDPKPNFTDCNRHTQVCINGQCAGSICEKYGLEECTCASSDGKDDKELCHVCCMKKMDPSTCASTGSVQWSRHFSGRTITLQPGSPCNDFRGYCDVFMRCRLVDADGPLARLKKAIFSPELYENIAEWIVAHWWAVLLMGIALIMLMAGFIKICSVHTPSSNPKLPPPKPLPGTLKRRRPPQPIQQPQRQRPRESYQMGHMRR
ARFGAP1 inhibitor: inhibits rat ARF GTPase activating protein 1; Arfgap1-stimulated ARF1 GTP hydrolysis, GDP FP detection; 360,000 compounds, 0.26% hits; inhibition, % at 16.5 µM;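 active = inhibition above a per-plate limit, mean inhibition of low control wells plus 3 SD, cut at about 25% in these data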;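 note: 0% = DMSO wells with enzyme and 100% = wells lacking Arfgap1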
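Material: rat Arfgap1 GAP domain (His6, aa 1-136), purified enzyme. Also added: human ARF1(Δ1-17)-GTP substrate. Compound dosing: 16.5 µM single point, 1.26% DMSO. Timing: enzyme reaction 120 min at 25 °C after 20 min preincubation. Signal: GDP detection by fluorescence polarization. Read-out basis: percent inhibition of GAP-stimulated GDP formation, scaled between DMSO and no-Arfgap1 medians.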
TDP2 inh: blocks human TDP2 phosphodiesterase activity; inhibition, % at 12.8 µM; 370,000 compounds, 0.34% hits; O95551; recombinant TDP2, T5PNP hydrolysis, p-nitrophenol absorbance 415 nm;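 active = inhibition above the mean of all tested compounds plus 3 SD, set per campaign, cut at about 25% in these data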;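 note: 0% = DMSO with enzyme and 100% = buffer with substrate but no TDP2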
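System – recombinant human TDP2 · Quantity – TDP2 enzyme at 120 nM final · Doses – single concentration, 12.8 µM nominal, with 1% DMSO · Incubation – 2 h at 37 °C · Measured by – epi absorbance of p-nitrophenol freed from T5PNP by hydrolysis · Read-out – % inhibition relative to enzyme-containing and enzyme-free wells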
Tn6 DDE FP: disrupts Tn6 cyclic peptide binding to fibrin D-Dimer-E complex; inhibition, % at 8.3 µM; 370,000 compounds, 0.21% hits; P02675; Fibrin DD(E) TRITC-Tn6 fluorescence polarization displacement; AID 720509;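 active = inhibition above a per-campaign cutoff: mean of compounds within control limits plus 3 SD, cut at about 15% in these data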;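 note: 0% = median of all compound wells on the plate and 100% = blocking peptide control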
ASAP1 inh: ASAP1 ArfGAP inhibition; ASAP1-stimulated ARF1 GTP hydrolysis, GDP FP detection; 360,000 compounds, 0.19% hits; inhibition, % at 16.5 µM; in the data active = inhibition above about 25%;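 note: 0% = vehicle with enzyme and substrate and 100% = no enzyme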
Target sequence (Q9ULH1 325-724 limits assumed): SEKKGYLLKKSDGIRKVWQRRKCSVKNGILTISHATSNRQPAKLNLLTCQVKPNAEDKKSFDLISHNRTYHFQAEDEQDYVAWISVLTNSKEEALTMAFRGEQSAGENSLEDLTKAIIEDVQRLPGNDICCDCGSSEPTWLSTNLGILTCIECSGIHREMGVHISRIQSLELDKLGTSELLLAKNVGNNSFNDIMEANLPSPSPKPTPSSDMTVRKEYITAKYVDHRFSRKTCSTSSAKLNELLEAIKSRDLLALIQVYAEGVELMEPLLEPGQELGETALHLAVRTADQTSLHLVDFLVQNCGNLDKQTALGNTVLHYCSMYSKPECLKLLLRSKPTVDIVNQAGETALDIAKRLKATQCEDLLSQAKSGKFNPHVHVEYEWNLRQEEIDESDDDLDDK
ADAM17 inh: inhibits human ADAM17; P78536; recombinant ADAM17, EDANS/DABCYL FRET peptide cleavage; inhibition, % at 6.95 µM; 370,000 compounds, 0.83% hits; AID 720648;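 active = inhibition above the mean of compounds lying between control limits plus 3 SD, set per campaign, cut at about 8.5% in these data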;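 note: 0% = DMSO-only wells as the low control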
PLCb3 inh: inhibitors of human phospholipase C beta3 | Purified PLC-beta3, fluorogenic substrate, fluorescence | Q01970 | inhibition, % at 12.2 µM | AID 720704 | 370,000 compounds, 0.18% hits; in the data active = inhibition above about 11%;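 note: 0% = median of compound wells on plate and 100% = full blocker control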
Tn7 DDE FP: disrupts Tn7 cyclic peptide binding to fibrin D-Dimer-E complex; P02675; FP displacement of FITC-Tn7 peptide from fibrin DD(E); 0% = median of compound wells per plate; inhibition, % at 8.3 µM; 370,000 compounds, 0.13% hits; AID 720508;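 active = inhibition above the mean of compounds falling within the control limits plus 3 SD of them, cut at about 14% in these data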;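 note: 0% = plate median of compound wells and 100% = 10 µM Aha-Tn7 peptide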
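Assay system: human fibrin DD(E) protein / Input: 2 µM fibrin DD(E) / Benchmarks: high control of 10 µM Aha-Tn7 peptide / Measured by: fluorescence polarization of the labelled Tn7 tracer / Medium: Tris buffer with calcium and detergent, pH 7.8 / Timing: 10 min compound pre-incubation, 3 h probe incubation at room temperature / Repeats: one replicate per compound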
* hit, by the source's call; i = inactive; . = not tested or not shown.

Results follow in this order: SIAE inh, PLCg1 inh, ADAM10 inh, ARFGAP1 inhibitor, TDP2 inh, Tn6 DDE FP, ASAP1 inh, ADAM17 inh, PLCb3 inh, Tn7 DDE FP
1) C=C1CCN([C@@H](CC(C)C)C(=O)N2CCOCC2)S(=O)(=O)c2ccccc21
  3, -2, -4, 3, 3, 0, -1, -2, 2, 5
2) CC(C)(C)OC(=O)NC1CCN(S(=O)(=O)c2ccc3c(c2)OCCO3)CC1
  7, 1, -9, 14, 8, -5, 5, -2, -1, -4
3) Cc1csc2nc(O)c(C(=O)NCc3ccc4c(c3)OCO4)c(=O)n12
  9, -4, 4, -5, 10, -13, 1, -3, -8, -3
4) O=C(OCc1cn(Cc2ccccc2)nn1)c1ccccc1
  -3, -1, -8, 7, 5, 3, 2, -7, -3, 8
5) COc1cc(CN(C)Cc2cc(=O)oc3cc(C)c(Cl)cc23)ccc1OC(F)F
  1, 3, 14, -1, -10, -1, -1, 2, -8, -6
6) CO/N=C/NC(=O)N1OC[C@@H]2COc3ccc4ccccc4c3[C@@H]21
  5, -2, 8, -7, -3, 5, 0, -2, -2, 4
7) Cc1ccc(NC(=O)COC(=O)Cn2cnc3c2c(=O)n(C)c(=O)n3C)c(Cl)c1
  -8, 2, -6, 1, 0, -4, -5, 1, -4, 0
8) Cc1cc(NC(=O)c2cccc(S(=O)(=O)N3CCOCC3)c2)no1
  -6, 3, 3, -8, -7, -4, 8, 0, 8, -2
9) CNC(=S)NNC(=O)Cn1ccc(C)n1
  -1, 0, -6, -3, 0, -4, -3, -6, -2, -2
10) CCOC(=O)c1nn(-c2ccccc2)c(-c2ccccc2)c1C(=O)c1ccccc1
  -5, 1, -9, 12, 1, -3, -2, -2, 1, -6
11) O=C(COC(=O)Cc1ccc(Br)cc1)NC1CCCCCC1
  7, 1, 3, 5, 0, -8, -4, 2, 0, 3
12) CSc1nc2ncnc(N)c2[nH]1
  -4, -3, -2, 3, 24, 5, 4, -2, -8, 6
13) O=C(c1ccccc1)N1CCCCC(Sc2nnc3ccccn23)C1=O (configuration not stated)
  6, 4, -7, 3, 1, 5, -3, -2, -1, 5
14) O=C(CCS(=O)(=O)c1ccccc1)Nc1ccc(F)cc1Cl
  1, -1, 1, ., 3, 4, ., 0, 0, -3
15) COc1ccc(CN(C)C(=O)Cc2c[nH]c3ccccc23)cc1
  2, 2, 4, -1, -11, 7, -3, 0, -7, -2
16) O=C(Nc1ccc(SC(F)F)cc1)C1=CC=CN2CCS(=O)(=O)N=C12
  -10, -10, -6, -1, -3, 2, -5, -4, -14, 0
17) CCOCCCNS(=O)(=O)c1ccccc1
  -7, 0, 3, 12, -1, 6, -1, -4, 2, 1
18) CCN(CC)CCCNC(=O)C1c2ccccc2Oc2ccccc21
  -7, -1, -5, -9, 3, 0, -12, -3, 1, 0
19) COc1ccc(S(=O)(=O)NC2(C(F)(F)F)NC(=O)N(CCc3ccc(OC)c(OC)c3)C2=O)cc1 (configuration not stated)
  3, 0, 2, 2, 17, 5, -16, 0, -3, -9
20) CN(CC(=O)Nc1ccccc1Cl)CC(=O)N1CCc2ccccc21
  -2, 2, -13, 5, 2, -12, -10, 0, -11, 2
21) CC1(C)Cc2c(sc(NC(=O)C(C)(C)C)c2C#N)C(C)(C)N1
  0, -2, -1, -19, 2, 6, 2, -2, 3, -3
22) CCCn1cc(CN2CCC(n3nccc3NC(=O)c3ccccc3)CC2)c(C)n1
  4, -1, 3, 7, -2, -7, -6, -3, -4, 4
23) Cc1ccc(OCC(=O)N(Cc2ccc(N(C)C)cc2)C2CCS(=O)(=O)C2)cc1C (configuration not stated)
  6, 1, -2, 3, 4, 0, 1, 0, -7, -6
24) CSc1ncccc1C(=O)N1CCCC(N2CCN(c3ccccc3F)CC2)C1 (configuration not stated)
  1, 2, 6, 6, 13, -1, -15, 2, -4, -4
25) COc1ccc(CCNC(=O)CCCn2c(=O)c3cccn3c3cccnc32)c(OC)c1
  1, -1, -4, -11, -3, -2, 9, -2, 1, -6
26) Cc1ccc(-c2nnc(CCC(=O)N(C)Cc3nccs3)o2)s1
  0, 1, 0, -3, -4, 1, 12, 2, 3, -2
27) CC(=O)N1CCC(=NNc2nc3ccccc3[nH]2)CC1
  9, -18, 6, 5, 6, -1, -7, -1, -19, 5
28) CC(C)C[C@@H](COCc1ccc(Cl)cc1)N1CCN(C(=O)c2ccc(C(F)(F)F)cc2)CCC1=O
  4, 1, 9, -2, 11, -1, 13, 1, -1, 7
29) COc1ccc(-c2nn(-c3ccccc3)cc2CNC(C)Cn2cncn2)c(F)c1 (configuration not stated)
  3, -1, 8, -2, 5, 0, -10, -2, -6, 2
30) Cc1nc2ccccc2c(=O)n1-c1ccc(NS(=O)(=O)c2ccc(F)cc2)cc1
  -5, 5, 6, -4, -5, 5, 4, -2, 2, -6

The closing four records of the section before open the next one:
no. | structure | SIAE inh | PLCg1 inh | ADAM10 inh | ARFGAP1 inhibitor | TDP2 inh | Tn6 DDE FP | ASAP1 inh | ADAM17 inh | PLCb3 inh | Tn7 DDE FP
27 | CC(=O)N1CCC(=NNc2nc3ccccc3[nH]2)CC1 | 9 | -18 | 6 | 5 | 6 | -1 | -7 | -1 | -19 | 5
28 | CC(C)C[C@@H](COCc1ccc(Cl)cc1)N1CCN(C(=O)c2ccc(C(F)(F)F)cc2)CCC1=O | 4 | 1 | 9 | -2 | 11 | -1 | 13 | 1 | -1 | 7
29 | COc1ccc(-c2nn(-c3ccccc3)cc2CNC(C)Cn2cncn2)c(F)c1 (configuration not stated) | 3 | -1 | 8 | -2 | 5 | 0 | -10 | -2 | -6 | 2
30 | Cc1nc2ccccc2c(=O)n1-c1ccc(NS(=O)(=O)c2ccc(F)cc2)cc1 | -5 | 5 | 6 | -4 | -5 | 5 | 4 | -2 | 2 | -6
31 | N#CC1(NC(=O)CN2C(=O)NC3(CCCCCC3)C2=O)CCCCC1 | 13 | 3 | -8 | 1 | -2 | 0 | 7 | -4 | -2 | 1
32 | COc1ccc(C(=O)n2cc(C(=O)c3cc(C)ccc3O)cn2)cc1OC | -4 | -9 | -1 | -5 | 7 | 2 | 0 | -3 | -9 | 2
33 | COc1cc(NC(=O)Cn2nc(-c3ccc(F)cc3)ccc2=O)ccc1-n1cnnn1 | 6 | 0 | -5 | 14 | 1 | 7 | 5 | 0 | 0 | -3
34 | CC1(C)CC(=O)C(N=Nc2ccc(C(F)(F)F)cc2[N+](=O)[O-])=C(O)C1 | 8 | -9 | -4 | 9 | -5 | -2 | 3 | 0 | -2 | 2
35 | O=C(N/N=C/c1c(F)cccc1Cl)C(=O)N1CCCCCC1 | -7 | 5 | -7 | 3 | 1 | -4 | -4 | -2 | -3 | 5
36 | CC(OC(=O)CCc1cc(C(C)(C)C)c(O)c(C(C)(C)C)c1)C(=O)NC1CC1 (configuration not stated) | 4 | 1 | -2 | 6 | 6 | 5 | -6 | -1 | 1 | 3
37 | S=c1[nH]nc(C2CCCCC2)n1/N=C/c1cccc(Cl)c1Cl | 16 | -3 | 5 | 8 | 5 | 15 | 0 | -3 | -3 | 9
38 | CC(CN1CCCC1)OC(=O)c1ccc(F)cc1 (configuration not stated) | 5 | 0 | 6 | 3 | 2 | 3 | 9 | -2 | -4 | 4
39 | O=C(Oc1cc2oc(=O)c3c(c2cc1Cl)CCCC3)c1ccco1 | 14 | i | i | -10 | 4 | 4 | -5 | i | i | 8
40 | O=C(NCc1ccco1)C1CCCN1C(=O)Nc1ccccc1 (configuration not stated) | -1 | -1 | -7 | 4 | 8 | -2 | 16 | -8 | -6 | -3
41 | CC(C(=O)OCC(=O)Nc1ccccc1OC(F)F)N1C(=O)C2CC=CCC2C1=O (configuration not stated) | -6 | -1 | -13 | 3 | 1 | 4 | -13 | -8 | 0 | -2
42 | FC(F)(F)c1cc(-c2ccccc2)nc(-n2cncn2)n1 | 4 | 0 | 5 | 7 | 6 | 8 | -1 | -5 | 0 | 4
43 | Cc1cccc(-n2cnc3cc(C(=O)N4CCCCC4)ccc32)c1 | 3 | 5 | -2 | 4 | -1 | 5 | -1 | 2 | -2 | 3
44 | O=C(Nc1ccccc1)c1ccccc1OS(=O)(=O)c1ccccc1 | 1 | -1 | -4 | -6 | -5 | -2 | -9 | 3 | 2 | 6
45 | Cc1c(NC(=O)/C(C#N)=C/c2c(N3CCCCC3)nc3ccccn3c2=O)c(=O)n(-c2ccccc2)n1C | 2 | -2 | -14 | 7 | 11 | 0 | -4 | -6 | -12 | -2
46 | Cc1cc(NC(=O)CSCC(=O)N2CCN(c3cccc(C)c3C)CC2)no1 | 3 | -2 | -4 | 2 | 1 | -3 | 5 | 6 | -8 | -1
47 | COc1cc(C(C(=O)NC2CCCCC2)N(C(=O)Cc2c[nH]c3ccccc23)c2ccccc2C)cc(OC)c1OC (configuration not stated) | -2 | 6 | 20 | -8 | -9 | -15 | -7 | 9.5* | 4 | -8
48 | COc1ccc(OC)c(NS(=O)(=O)c2ccc(NC(=O)c3ccc(NS(C)(=O)=O)cc3)cc2)c1 | -22 | 1 | 6 | 18 | 1 | 1 | 1 | 6 | 3 | 9
49 | CC(=O)c1c(-c2ccccc2)c2cc(Cl)ccc2[nH]c1=O | 3 | -3 | -4 | -4 | 3 | 2 | -14 | -5 | -4 | -2
